# Screens as filed in PubChem.
# FXIa inh mix – factor XIa (human) inhibition, mixture screen. purified FXIa, fluorogenic substrate, pooled mixtures. inhibition, % at 5 µM. 62,000 compounds, 0.19% hits;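 note: each value is inhibition by a whole ten-compound pool holding the compound; 0% = enzyme with no mixture and 100% = wells lacking enzyme; strong numbers were not always called active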
# CatS inh – human cathepsin S inhibition; P25774; AID 501; 62,000 compounds, 0.06% hits; inhibition, %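 (tested at 5 µM per compound within 10-compound mixtures)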; recombinant cathepsin S, AMC dipeptide fluorescence, pooled mixtures; in the data active = inhibition above about 32%, passing the limit was not always enough;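 note: 0% = enzyme without compound and 100% = blank without enzyme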
# Target sequence (P25774 115-331 limits assumed): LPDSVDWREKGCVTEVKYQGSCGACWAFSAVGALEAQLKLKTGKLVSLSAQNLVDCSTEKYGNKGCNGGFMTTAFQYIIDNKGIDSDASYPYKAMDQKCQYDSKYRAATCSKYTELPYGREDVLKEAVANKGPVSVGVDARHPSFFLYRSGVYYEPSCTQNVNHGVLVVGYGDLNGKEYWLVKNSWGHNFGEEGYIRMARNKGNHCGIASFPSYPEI
# CatB mixtures – inhibitors of human cathepsin B in compound mixtures; Purified cathepsin B, AMC dipeptide fluorescence; inhibition, %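 (ten-compound pools at 5 µM per compound and 50 µM total)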; 62,000 compounds, 0.06% hits; in the data active = inhibition above about 22%, passing the limit was not always enough;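 note: 0% = enzyme without compound and 100% = no enzyme blank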
# CatL block – blocks human cathepsin L protease activity; P07711; purified cathepsin L, fluorogenic substrate, fluorescence; inhibition, %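 (tested at 10 µM)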; 58,000 compounds, 0.17% hits; in the data active = inhibition above about 45%;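 note: 0% = enzyme with no compound and 100% = no enzyme blank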
# Target sequence (P07711 114-288 limits assumed): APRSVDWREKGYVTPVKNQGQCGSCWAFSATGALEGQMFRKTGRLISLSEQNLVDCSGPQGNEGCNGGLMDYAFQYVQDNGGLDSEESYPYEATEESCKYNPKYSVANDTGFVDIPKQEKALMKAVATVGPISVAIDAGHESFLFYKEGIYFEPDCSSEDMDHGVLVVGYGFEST
# Target sequence (P07711 292-333 limits assumed): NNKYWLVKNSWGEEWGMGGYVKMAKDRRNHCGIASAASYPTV
# CatB block – blocks human cathepsin B protease activity. P07858. purified cathepsin B, fluorogenic substrate, fluorescence. inhibition, %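 (tested at 10 µM)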. 63,000 compounds, 0.1% hits. AID 453; in the data active = inhibition above about 21%;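 note: 0% = enzyme with no compound and 100% = no enzyme blank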
# CatG inh – blocks human cathepsin G enzyme activity; P08311; purified enzyme, AMC-tetrapeptide fluorescence, pooled mixtures; inhibition, % at 5 µM (by protocol); 62,000 compounds, 0.2% hits;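 active = inhibition above 20% in each of the two mixture wells holding the compound; inactive = inhibition of 20% or less in either well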;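 note: 0% = enzyme control without mixture and 100% = blank lacking enzyme; strong numbers were not always called active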
# Target sequence (P08311 21-244 limits assumed): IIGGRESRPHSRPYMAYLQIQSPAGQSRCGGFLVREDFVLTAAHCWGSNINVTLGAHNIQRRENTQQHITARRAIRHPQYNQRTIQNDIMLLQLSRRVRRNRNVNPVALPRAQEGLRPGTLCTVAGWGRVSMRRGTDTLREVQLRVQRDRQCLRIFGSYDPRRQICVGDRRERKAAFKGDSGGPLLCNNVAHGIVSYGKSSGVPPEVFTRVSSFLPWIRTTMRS
# FXIIa inh mix – blocks human factor XIIa in pooled compound mixtures; P00748; purified FXIIa, fluorogenic substrate; inhibition, % at 5 µM; 62,000 compounds, 0.2% hits; AID 684;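 note: 0% = enzyme without compound and 100% = no enzyme blank; some results filed as inactive read as strong as hits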
# C1s inh – blocks human complement C1s protease activity; P09871; purified C1s, fluorogenic AMC substrate, pooled mixtures; mean inhibition % of two 10-compound mixtures (hits give high values), % at 5 µM (by protocol); 62,000 compounds, 0.16% hits; AID 538;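 active = inhibition above 20% in each of the two 10-compound mixture wells holding the compound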;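 note: 0% = enzyme wells lacking compound mixture and 100% = no-enzyme blank wells; some compounds called inactive have numbers as strong as hits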
# AP complement – orthogonal test for alternative complement pathway inhibitors; Human serum alternative complement pathway, LPS-coated ELISA, C3 deposition; tested in compound mixtures; inhibition, % at 5 µM; 62,000 compounds, 0.08% hits;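 active = inhibition above 30% in each of the two pooled mixtures holding the compound, so the lower value exceeds 30%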;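 note: 0% = serum in Mg-EGTA without compound and 100% = EDTA serum blank; some compounds past the cut are filed as inactive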
#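 Test system – human serum alternative complement pathway, C3 deposition on LPS-coated wells · Buffer or medium – diluted human serum in Mg2+-EGTA GVB++ · Compound dosing – 5 µM each compound, pools of ten, 50 µM per pool · Schedule – 1 h serum-compound exposure at 37 °C · Measured by – Anti-C3 ELISA, OD 450 nm · Read-out basis – percent inhibition of C3 deposition onto LPS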
# Starred values were filed as active, the others as inactive; nt = not tested or not shown. Cut-off read from the data, not from the text of the source, unless noted: active = inhibition above about 20% (passing the limit was not always enough); inactive = the rest.
molecule,FXIa inh mix,CatS inh,CatB mixtures,CatL block,CatB block,CatG inh,FXIIa inh mix,C1s inh,AP complement
O=C(c1ccc2c(=O)n(-c3ccccc3)c(=O)[nH]c2c1)N1CCN(c2ccc(F)cc2)CC1,3,-1,5,-1,5,11,7,-1,14
COc1cccc(N2CCN(C3CC(=O)N(c4ccc(F)c(Cl)c4)C3=O)CC2)c1 (centres undefined),8,8,3,-1,2,11,3,13,6
CCn1nnnc1-c1ccc(OC)c(S(=O)(=O)N2CCCCC2)c1,-1,11,0,14,3,5,5,10,1
CCOCCn1c(CN2CCN(c3cccc(Cl)c3)CC2)nc2c1c(=O)n(C)c(=O)n2C,4,12,1,18,3,0,-16,-1,-7
Cc1ccc(CNC(=O)C(C)OC(=O)c2ccco2)cc1 (centres undefined),1,-8,-7,-19,-7,-5,-6,-10,21
c1ccc(Cn2c(-c3ccco3)nc3nc4ccccc4nc32)cc1,-3,0,-6,-147,-3,24,9,-37,2
CCC(C)(C)n1nnnc1C(c1ccc(OC)c(OC)c1)N1CCN(c2ccccc2)CC1 (centres undefined),14,13,5,11,1,12,1,14,0
COc1cc(C(=O)OCC(=O)c2c[nH]c3ccccc23)ccc1OCC(=O)N1CCOCC1,-2,-1,0,7,-2,0,-2,-9,0
O=C(Nc1ccccc1C(F)(F)F)c1cccnc1,8,5,5,1,-1,2,9,0,19
COC(=O)c1cccc(OC(N)=O)c1,6,19,10,24,nt,-9,4,-11,-8
CC(=O)Nc1ccc(S(=O)(=O)Nc2nccc(C3Cc4ccccc4C(=O)O3)n2)cc1 (centres undefined),0,4,3,-2,6,9,8,15,10
Cc1csc(NC(=O)C2CCCN(S(=O)(=O)c3cccnc3)C2)n1 (centres undefined),-26,-27,-11,nt,-3,-16,4,-200,22
Cc1noc(C)c1S(=O)(=O)N1CCCC(C(=O)Nc2nccs2)C1 (centres undefined),6,13,3,5,3,10,0,-7,9
Nn1c(SC/C=C/c2ccccc2)nnc1-c1cccnc1,10,-6,5,8,1,9,4,19,9
COc1ccc(OC)c(NC(=O)C2CCCNC2=O)c1 (centres undefined),6,7,-4,10,2,9,-18,16,-5
O=C(c1ccco1)N(CCCN1CCOCC1)c1nc(-c2ccc(F)cc2)cs1,8,5,7,-9,-1,2,9,0,-1
CN1/C(=C\C(=O)COC(=O)C2COc3ccccc3O2)C(C)(C)c2ccccc21 (centres undefined),0,6,6,8,10,-12,5,-22,-32
O=C(CSc1ncnc2sc3c(c12)CCCCC3)NCc1ccco1,-4,-7,-1,14,4,-3,-2,-36,5
Cc1cccc(NC(=O)CN2C(=O)COc3ccc(Cl)cc32)c1,4,7,4,-1,8,-7,12,-7,-12
COc1cc2c(cc1O)C(SC)=NC(C)(C)C2,2,11,-2,22,7,-3,8,-2,0
O=C1CC(NCc2ccc3c(c2)OCO3)C(=O)N1CCc1ccccc1 (centres undefined),5,7,4,-6,-2,11,4,17,14
Cc1ccccc1CN1CCNC(=O)C1CC(=O)O (centres undefined),3,-5,3,nt,-1,7,-5,-1,14
O=C(O)C12CC3CC(C1)CC(n1cnc(Cl)n1)(C3)C2,4,6,4,23,4,8,3,3,5
O=c1c2cnn(-c3ccccc3)c2ncn1Cc1ccccc1F,6,9,4,nt,5,-7,-6,-40,-7
COc1cc(NS(=O)(=O)c2ccc(C)cc2)c2ncccc2c1,-9,-3,-8,-1,-1,-5,6,-26,7
COc1ccc(Nc2nc3c(c(=O)n(C)c(=O)n3C)n2CCO)cc1,13,-1,-2,-12,-2,3,12,3,7
Cc1csc(NC(=O)CSc2nnc(-c3ccncc3)o2)n1,-6,2,-1,22,1,9,4,31,2
C=CCN1C(=O)c2oc3ccccc3c(=O)c2C1c1ccc(O)c(OC)c1 (centres undefined),5,2,2,-6,1,-5,1,-7,13
CCN(CC)S(=O)(=O)N1CCC(C(=O)NCc2ccc(C)cc2)CC1,10,-6,3,-16,-6,0,7,-27,18
O=C(O)c1ccccc1OCCOc1ccccc1C(=O)O,11,-5,3,-6,-6,6,-21,3,16
CCCCc1cc2c(c(NC(C)=O)n1)c(=O)oc1ccccc12,0,-1,-6,-34,1,8,-5,5,0
Cc1ccc(C(=O)C2=C(O)C(=O)N(c3ncccn3)C2c2ccc(Cl)cc2)o1 (centres undefined),2,7,-4,10,0,-5,2,-76,17
Cc1ccccc1NC(=O)C1CCCN(S(=O)(=O)c2cnc[nH]2)C1 (centres undefined),4,0,6,6,0,-6,-1,-10,15
O=C(NCc1cccs1)C1CC(c2ccccc2O)=NO1 (centres undefined),0,-5,-9,1,2,9,0,-7,13
CS(=O)(=O)Nc1ccc([N+](=O)[O-])cc1Oc1ccccc1,0,10,4,19,8,8,-21,-20,-2
COC(=O)c1cc(Nc2cc(C)nc3ncnn23)cc(C(=O)OC)c1,11,1,0,nt,1,3,4,5,10
COc1cc(CNCc2ccc(OC)c(OC)c2OC)cc(OC)c1,5,12,4,2,7,-5,-1,-13,13
O=C1C2CCCN2C(c2ccc(F)cc2)N1c1ccc(Cl)cc1 (centres undefined),4,-3,1,24,6,4,0,14,9
Cc1ccc(-c2[nH]nc3c2C(c2ccc(OC(=O)N4CCOCC4)cc2)C(C#N)=C(N)O3)cc1 (centres undefined),1,16,2,-1,4,5,0,4,-4
O=C(c1cc(-n2cnnc2)ccc1Cl)N1CCN(c2nc(-c3ccccc3)cs2)CC1,7,3,4,13,4,13,2,15,12
COC(=O)C(C)n1cnc2c(cnn2-c2ccc(Cl)cc2)c1=O (centres undefined),-2,6,1,11,6,3,-30,-51,8
COc1ccc(Cl)cc1Nc1nc(N2CCCC2)nc(N2CCCC2)n1,-5,-11,-6,6,-6,-9,7,-39,-8
CC1(C)NC(=O)N(CCOCCSc2ccccc2)C1=O,10,0,8,-7,-3,0,12,4,19
CCOC(=O)CN1C(=O)C(=O)c2cccc(C)c21,13,-6,2,3,-1,4,-15,7,13
COc1cccc(-n2nnc3c(=O)n(CC(=O)N4CCCCC4)cnc32)c1,5,-6,1,4,1,-2,3,-1,4
O=C(O)c1cc(-c2ccco2)nc2ccccc12,-3,-3,-3,-87,-3,0,4,-34,-5
O=C1c2ccccc2C(Nc2ccc(F)cc2F)N1CCN1CCOCC1 (centres undefined),4,-1,7,0,0,3,-20,4,9
Cn1c(SCC(=O)Nc2ccc(N3CCOCC3)cc2)nnc1-c1ccccc1,-2,3,2,12,3,7,3,3,8
CCOc1ccc(C(=O)c2ccncc2)cc1,6,-9,3,-5,-5,-2,-15,-10,12
N#Cc1nc(-c2ccc(OCc3ccc(Cl)cc3)cc2)oc1NCc1cccnc1,8,-5,2,11,4,5,6,12,-14
Cn1c(CNC(=O)Nc2ccccc2Cl)nnc1SCc1ccccc1,-1,-5,-4,-2,0,10,-13,-4,20
CCOC(=O)c1c(NC(=O)c2cccs2)sc2c1CC(C)(C)OC2,21*,7,4,nt,4,6,-20,1,10
O=C(CNS(=O)(=O)c1cccc2nsnc12)NC1CCCCC1,2,7,-2,7,-2,4,5,4,-6
CCCC(=O)c1ccc(N2CCN(C(=O)OCC)CC2)c(F)c1,-12,-16,-2,0,-2,-20,19,-143,12
COc1ccc(NC(=O)Nc2ccc(OCC(=O)N3CCOCC3)cc2)cc1OC,1,-1,5,0,-1,9,-4,10,16
Cc1cc2oc(=O)c3c(c2cc1OCc1nn[nH]n1)CCCC3,-3,5,1,-6,-1,-13,5,-16,-6

# In the list so far, two contain a cyano group.
molecule,FXIa inh mix,CatS inh,CatB mixtures,CatL block,CatB block,CatG inh,FXIIa inh mix,C1s inh,AP complement
Cc1ccc(-c2[nH]nc3c2C(c2ccc(OC(=O)N4CCOCC4)cc2)C(C#N)=C(N)O3)cc1 (centres undefined),1,16,2,-1,4,5,0,4,-4
N#Cc1nc(-c2ccc(OCc3ccc(Cl)cc3)cc2)oc1NCc1cccnc1,8,-5,2,11,4,5,6,12,-14

# (further entries)
molecule,FXIa inh mix,CatS inh,CatB mixtures,CatL block,CatB block,CatG inh,FXIIa inh mix,C1s inh,AP complement
CCC(=O)OCC(=O)c1c(N)n(Cc2ccccc2)c(=O)n(C)c1=O,-4,-10,2,-2,2,-7,1,-41,14
CCOC(=O)C(Cc1ccccc1)NC(=O)CCc1c(C)nc2ncnn2c1C (centres undefined),10,2,7,1,1,-1,5,1,31
CC1(C)CC(=O)CC(=NCC(=O)O)C1,2,0,5,21,-4,11,5,17,9
COc1ccc(OC)c(NC(=O)C2CCN(S(C)(=O)=O)CC2)c1,-13,-5,-3,4,2,-8,5,-53,3
COc1ccc(C2CC(=O)c3c(C)nc(N4CCN(c5ccccc5)CC4)nc3C2)cc1 (centres undefined),0,-6,-9,-4,1,7,9,1,13
COc1ccc(N(C(=O)c2ccco2)S(=O)(=O)c2cc(OC)ccc2OC)cc1,3,18,-1,1,-1,1,-14,-6,11
Cn1c(SCC(=O)c2ccccc2F)nnc1C1CC1,5,0,1,8,4,3,-2,4,10
C/C(NC1CCCCC1)=C(/C#N)C(=O)NCCN1CCOCC1,3,0,2,8,-1,8,3,11,5
CN(C1CCCCC1)S(=O)(=O)c1ccc(NC(=O)C2CCCCC2C(=O)O)cc1 (centres undefined),10,19,6,nt,nt,0,4,-26,17
O=C(NC(=O)N1CCN(c2cccc(Cl)c2)CC1)c1ccccc1,3,19,-3,10,0,10,10,0,2
COc1ccc(NC(=O)CSc2nnc(Cc3cccn3C)n2-c2ccc(F)cc2)cc1OC,-1,-3,6,6,8,10,-17,10,15
CCOC(=O)Cc1csc(NC(=O)C2CCCCC2C(=O)O)n1 (centres undefined),-8,6,-3,9,3,4,5,-20,-1
CCOC(=O)Cn1c2c(c(=N)c3ccccc31)CCC2,13,15,6,8,5,16,-7,15,0
O=C(Nc1ccccc1)c1ccc(NCc2cccnc2)c(S(=O)(=O)N2CCOCC2)c1,8,7,-5,-12,-3,3,29,3,-4
O=C(NCCc1ccccc1)c1ncn[nH]1,4,-4,-1,26,3,10,17,2,-12
CCOC(=O)c1c(C)c(C(=O)Nc2ccc(N(C)C)cc2)c(C)n1CC,-3,-6,1,-6,1,10,10,6,10
Cc1cc2ccccc2n2c(SCC(=O)N3CCN(C(=O)c4ccco4)CC3)nnc12,5,9,24,-6,-1,0,-6,0,3
O=c1c2ccccc2nnn1CSc1nnc(COc2ccc(Cl)cc2)n1Cc1ccco1,1,-5,4,-1,0,8,6,-20,10
N#Cc1c2n(c3c(=O)n(Cc4ccc(Cl)cc4)cnc13)CCCCC2,8,-3,-2,7,5,7,3,12,19
COC(=O)c1[nH]c2ccc(C)cc2c1NS(=O)(=O)c1ccc(F)cc1,10,-4,-4,-8,-3,4,-11,6,6
CC(C)N1CCC2(CC1)N=C(c1ccc3c(c1)OCO3)CC(c1cc(Cl)ccc1O)N2 (centres undefined),6,-4,5,-5,0,11,1,17,10
COc1nc(NCC(C)C)nc(Oc2ccc(OCc3ccccc3)nn2)n1,-1,3,0,7,0,9,3,-6,17
CC1=C(C(=O)NCc2ccc3c(c2)OCO3)C2(CCC(C)CC2)OC1=O (centres undefined),5,-2,3,nt,0,6,6,-11,18

# This is a subset, so the mix of outcomes need not match the whole.
